# Source: PubChem BioAssay (National Center for Advancing Translational Sciences (NCATS))
# SNCA expr inh – inhibitors of alpha-synuclein (SNCA) gene expression; Potency, µM (highest dose often 57.2 µM), for the others: top-dose activity change, negative = inhibition, usual class: inhibitors; AID 1671194; HEK-293 SNCA-luciferase knock-in, luminescence, 24 h; 140,000 tested, 0.17% active;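 note: potency is the fitted concentration of half-maximal effect; plate controls were DMSO cells for no effect and cell-free wells for full effect; nearly all actives have a fitted effect of over 45% in size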
# HEK cytotox – cytotoxic compounds in HEK 293 cells. Potency, µM (series often up to 115 µM), without a hit: at the highest dose activity change, negative = cytotoxicity, hits mostly inhibitors. HEK 293 viability, ATP luminescence (CellTiter-Glo), 48-72 h. 94,000 tested, 6.6% active; note: potency is the fitted concentration of half-maximal effect; nearly all actives have a fitted effect of over 60% in size
#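 HEK 293 cells at 250 cells/well were exposed to compounds by pintool transfer for 48 or 72 hr at 37 degree Celsius, 5% CO2. Viability was read as ATP-coupled luminescence with CellTiter-Glo after 10 min at room temperature.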
# FLuc inh – blocks purified firefly luciferase enzyme activity | P08659 | purified P. pyralis luciferase, luminescence, biochemical | Potency, µM (doses to about 115 µM), inactives show top-dose activity change, negative = inhibition, usual class: inhibitors | 76,000 tested, 2.5% active; note: potency is the fitted concentration of half-maximal effect; nearly all actives have a fitted effect of over 65% in size
#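 Luminescence read by CCD imager after adding enzyme (10nM final) to wells holding compound, titrated in qHTS. Substrates 10uM each D-luciferin and ATP; buffer 50mM Tris acetate pH 7.5, 10mM Mg acetate, Tween-20, BSA.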
# GPT2 inhibitor – blocks human glutamate pyruvate transaminase 2; Q8TD30; Recombinant GPT2, coupled pyruvate oxidase/HRP Amplex Red fluorescence; Potency, µM (highest dose often 57.7 µM), inactives show at the top dose activity change, negative = inhibition, usual class: inhibitors; 100,000 tested, 0.25% active; note: potency is the fitted concentration of half-maximal effect; nearly all actives have a fitted effect of over 60% in size; many of its hits are not listed in these tables
#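 Inhibition is scored from Amplex Red fluorescence generated when pyruvate oxidase and HRP act on pyruvate released by GPT2. Reactions contain 10ng/uL enzyme, 250uM a-KG and 2mM L-alanine and run 30 min at room temperature.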
# IP6K1 inhibitor – IP6K1 kinase inhibition. activity change, % (series mostly up to about 58 µM). AID 1645851. 140,000 tested, 0.81% active. Q92551. IP6K1 kinase, ADP-Glo luminescence, 2 h; hits give low values; in the data active = activity change below about -25%
#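 ADP-Glo luminescence measures ADP made by human IP6K1 during a 2 h RT reaction with ATP/IP6 (mix at 1.3 mM/130 uM); top library doses 57.5 and 19.1 uM final.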
# 3T3 cytotox – NIH 3T3 cell cytotoxicity; NIH 3T3 viability, CellTiter-Glo ATP luminescence, 48-72 h; Potency, µM (highest dose often 96.7 µM), for inactives: top-dose activity change, negative = cytotoxicity, usual class: inhibitors; AID 1345082; 94,000 tested, 4.3% active; note: potency is the fitted concentration of half-maximal effect; nearly all actives have a fitted effect of over 55% in size
#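 Cytotoxicity is measured as loss of cellular ATP: NIH 3T3 cells (400/well) are exposed to compound for 48 or 72 hr at 37 °C, then CellTiter-Glo luminescence is imaged after 10 min at room temperature.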
# HEK293 viab – reduces viability of HEK-293 SNCA reporter cells; 150,000 tested, 0.12% active; HEK-293-SNCA-luc viability, GF-AFC fluorescence, 24 h; Potency, µM (doses to about 57.1 µM), without a hit: at the top dose activity change, negative = cytotoxicity, hits mostly cytotoxic;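 note: potency is the fitted concentration of half-maximal effect; 0% = DMSO-treated cells and -100% = medium-only wells without cells; nearly all actives have a fitted effect of over 30% in size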
#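 HEK-293-SNCA-luc cells (1500/well) plated 24 h, then exposed 24 h to a dilution series; GF-AFC added 30 min at 37C, fluorescence 405/540 nm; normalised to medium-only and DMSO wells, Hill fit.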
# Active calls of the source: *; i = inactive; ? = inconclusive; . = no result given; & = joins results of further samples; ! = repeats disagree; [ ] = remark or other dose. Unless noted, calls come from the whole dose curve; as a rule, active = well fitted curve in the direction sought with a large enough effect; inconclusive = small, poorly fitted or top-dose-only effect, or another doubt; inactive = no such curve, though single readings can be large; an effect the other way counts as inactive or inconclusive. Unless noted, % is set by controls: 0 for no effect and ±100 for the full control effect.
SMILES,SNCA expr inh,HEK cytotox,FLuc inh,GPT2 inhibitor,IP6K1 inhibitor,3T3 cytotox,HEK293 viab
Cc1ccc(C(=O)N2CCCN(C(=O)C3CC3)c3ccccc32)cn1,-3%,-16%,0%,i,1,-19%,-2%
Cc1ccc(NC(=O)N2C[C@@H](F)C[C@H]2C(=O)N2CCCCC2)c(C)c1,-16%,20%,0%,2%,17,-21%,-3%
O=C1CCNc2cc3c(cc2CN1Cc1ccccc1)OCO3,.,?,.,.,13,?,.
CC(C)c1nnc(C2CN(C(=O)c3ccoc3)CC23CCOCC3)o1 (stereo not drawn),-2%,-5%,-4%,0%,15,-11%,8%
Cc1ccc(C2=NC3(CCN(C(=O)Cc4ccc(Cl)cc4)CC3)ON2)cc1,9%,-25%,-9%,i,-2,-21%,-4%
Cn1cnc(S(=O)(=O)N2CCC3(CC2)CC(CC(=O)N2CCCC2)CCO3)c1 (stereo not drawn),1%,21%,10%,i,-3,-8%,8%
Cc1noc(C)c1-c1cc2c(cc(C)n2C)c(-c2cccnc2)n1,61%[activator][87.6 µM],?,-4%[172 µM],-19%[88.5 µM],-22,?,7%[87.6 µM]
CCOc1ccccc1NC(=O)C1CCCN1S(=O)(=O)c1ccc2nc(-c3ccccc3)[nH]c2c1 (stereo not drawn),?,.,.,.,-3,.,-13%
CCCCCCCC/C=C\CCCCCCCC(=O)NCCc1ccc(O)c(O)c1,?,.,.,-26%,.,.,-25%
O=S(=O)(c1ccc(C2CCCCC2)cc1)N1CCN(c2ccc(Cl)c(Cl)c2)CC1,-4%,.,.,.,6,.,6%
c1ccc2c(Nc3nnc(-c4ccncc4)s3)cccc2c1,.,.,.,i,-10,.,4%
CC1=NS(=O)(=O)N(Cc2ccccc2)C=C1C(=O)OCc1noc(-c2ccc(C)c(C)c2)n1,-22%,?,1%,i,-13,?,-12%
COc1ccc(C(=O)Nc2ccc([C@H]3OCC(=O)N(Cc4ccncc4)[C@@H]3CO)cc2)cc1OC,3%,i,-22%,-2%,9,89µM*,3%
NCCO[C@H]1C[C@@H](O)C12CCN(Cc1ccc(OC(F)F)cc1)CC2,?,i,12%,-1%,-1,i,-5%
COc1ccc(CCNC(=O)Cn2c(=O)n(-c3ccc(C)c(C)c3)c(=O)c3c(C)c(C)sc32)cc1OC,-7%,.,.,.,10,.,?
O=C(CN1C(=O)COc2ccc(S(=O)(=O)N3CCCC3)cc21)N1CCN(c2ccc(F)cc2)CC1,?,.,.,.,0,.,-15%
Cc1ccc(Oc2nc3ccccn3c(=O)c2/C=C(\C#N)c2nc3ccccc3s2)c(C)c1,-11%,.,.,.,-18,.,6%
O=C(Nc1cccc(Cl)c1)C1CCN(C(=O)c2ncn3c2COC(c2ccc(F)cc2)C3)CC1 (stereo not drawn),9%,?,?,i,13,-10%,-23%
CCCNC(=O)N1CCC(n2c(C)cnc2C2CC2)CC1,2%,-11%,-1%,-1%,8,-10%,12%
COc1cccc(C(=O)N2CCC(N3C[C@H](O)C[C@H]3C(=O)NC3CC3)CC2)c1,-4%,-1%,3%,i,32,-11%,-2%
COc1ccc(NC(=O)CSc2nc3cc(OC)c(OC)cc3c3nc(-c4ccccc4)nn23)cc1Cl,3%,.,.,.,20,.,-1%
O=C(NCc1cccc(F)c1)c1ccc(NC(=O)c2nsc3ccccc23)cc1,-46%,.,.,.,20,.,-1%
CC[C@@]1(C(=O)O)C[C@H](C(=O)NCc2ccncc2)[C@H](c2ccc(OC)cc2)N1C,-15%,-15%,0%,?,13,-30%,-17%
COC(=O)c1sccc1S(=O)(=O)N1CCN(c2cccc(C)c2)C(C)C1 (stereo not drawn),-19%,.,.,.,5,.,6%
COC(=O)c1scc(-c2ccc(C)cc2)c1S(=O)(=O)Nc1ccc(N(C)C)cc1,33%[activator],.,.,.,5,.,?

# Whole records, looked up by structure. Order of screens: SNCA expr inh	HEK cytotox	FLuc inh	GPT2 inhibitor	IP6K1 inhibitor	3T3 cytotox	HEK293 viab
# NCCO[C@H]1C[C@@H](O)C12CCN(Cc1ccc(OC(F)F)cc1)CC2 as listed: ?	i	12%	-1%	-1	i	-5%
# Cc1ccc(Oc2nc3ccccn3c(=O)c2/C=C(\C#N)c2nc3ccccc3s2)c(C)c1 as listed: -11%	.	.	.	-18	.	6%
# CCOc1ccccc1NC(=O)C1CCCN1S(=O)(=O)c1ccc2nc(-c3ccccc3)[nH]c2c1 (stereo not drawn) as listed: ?	.	.	.	-3	.	-13%

# Next section:
SMILES,SNCA expr inh,HEK cytotox,FLuc inh,GPT2 inhibitor,IP6K1 inhibitor,3T3 cytotox,HEK293 viab
Cc1cccc(-c2nc3ccc(C(=O)NCC(C)C)cc3o2)n1,?,?,.,i,-2,?,6%[87.6 µM]
CC1=C(C(=O)Nc2ccccc2)C(c2cccc(Cl)c2)n2nc(SCC(=O)c3ccc(C)cc3)nc2N1 (stereo not drawn),-8%,.,.,.,12,.,0%
COc1ccc2c(c1)CC[C@H]1[C@@H]2CC[C@]2(C)[C@@H](NCCCCCCN3C(=O)C=CC3=O)CC[C@H]12,132%[activator],.,.,i,.,.,-5%
COC(=O)[C@H](CCCN=C(N)N)NS(=O)(=O)c1ccc(C)cc1,-13%,.,.,i,.,.,-15%
CCC1CCCCN1C(=O)c1c[nH]c2ccc(S(=O)(=O)Nc3cccc(OC)c3)cc2c1=O (stereo not drawn),-18%,.,.,.,-13,.,-11%
O=C1NC(=NC2CCCCC2)C2(CCN([S+](=O)([O-])c3cccc(C(F)(F)F)c3)CC2)N1c1cc(F)cc(F)c1,1%,-33%,.,4%,-8,-41%,3%
CCOc1ccc(-c2cc(C(=O)NCc3ccccc3Cl)c3ccccc3n2)cc1,-3%,.,.,.,13,.,5%
COc1ccc(C2C(C(=O)Nc3ccc(Cl)cc3)=C(C)Nc3nc(SCc4cccc(C)c4)nn32)cc1OC (stereo not drawn),2%,.,.,.,4,.,12%
Cn1cnnc1CC1CCN(C(=O)C2CCCC2)C1 (stereo not drawn),-27%,5%,-9%,-10%,11,i,6%
O=C(c1cccnc1)N1CC[C@H](c2nc3ccccc3s2)C1,-32%[87.6 µM],?,-6%[172 µM],0%[88.5 µM],25,-21%[174 µM],-1%[87.6 µM]
CCOCCOC1CCN(C(=O)c2n[nH]c3ccccc23)CC1,1%,16%,-10%,3%,-2,i,-6%[12.5 µM]
COc1ccccc1CNC[C@H]1O[C@H](Cc2cc(CN3CCOCC3)on2)CC[C@@H]1O,10%[87.6 µM],i,0%[172 µM],-12%[88.5 µM],21,i,-8%[87.6 µM]
Cc1cc(C)c(NC(=O)C2CCN(C(=O)N3CCOc4ccccc43)CC2)c(C)c1,-8%,.,.,.,18,.,5%
CCC(C(=O)NCCn1ccn2nc(-c3cccc(OC)c3)cc2c1=O)c1ccccc1 (stereo not drawn),13%,?,14µM*,-17%,-9,?,-19%
O=C([C@H]1CCCN1C(=O)Nc1ccc(Cl)cc1)N1CCCC(c2nc3ccncc3[nH]2)C1 (stereo partly drawn),-1%,-20%,.,4%,11,-17%,-23%
O=C(NC1CCCC1)c1ccc2c(=O)n(Cc3ccccc3)c(SCc3ccccc3F)nc2c1,8%,.,.,.,-4,.,7%
COc1ccc(-c2nc(C(C)C)nc3c2CN([S+](=O)([O-])c2cccc(C(F)(F)F)c2)CC3)cc1,-5%,-33%,6%,i,-2,-24%,-12%
COc1ccc2cc3cc(C(=O)N4CCN(c5cccc(C(F)(F)F)c5)CC4)sc3nc2c1,-23%,.,.,.,1,.,-4%
Cc1cccc(NC(=O)CN2C(=O)NC(c3ccccc3Cl)C3=C2COC3=O)c1C (stereo not drawn),11%,?,1%,1%,-2,-19%,8%
O=C(NCC1CC1)c1ccc2nnc(Cc3ccco3)n2c1,16%&14%[87.6 µM],5%&2%[172 µM],.,i,-27*!,-32%&0%[138 µM],-10%&1%[87.6 µM]
CCc1nncn1C1CCN(S(=O)(=O)c2cc(Cl)ccc2OC)CC1,-12%,0%,-3%,i,11,-6%,-9%
COCCCNC(=O)c1c(OCC(C)C)cc(=O)n2c1CCCCC2,1%,1%,-2%,-5%,-14,-19%,-2%
CCc1ncc(C(=O)Nc2nn(CC(F)(F)F)c3cc(OC(C)C)ccc23)cn1,-2%,?,9%,-7%[11.5 µM],19,?,-3%
Cn1ncc(N2CCC(CNC(=O)c3cccc4ncccc34)C2)cc1=O (stereo not drawn),3%,0%,0%,0%,2,-5%,0%
CCc1ccc(CNC(=O)C2(CC)CCCCC(=O)N2)cc1 (stereo not drawn),-9%,i,-7%,-5%,13,5%,6%
# Continuation.
SMILES,SNCA expr inh,HEK cytotox,FLuc inh,GPT2 inhibitor,IP6K1 inhibitor,3T3 cytotox,HEK293 viab
COc1ccccc1CNc1nc(-c2ccco2)nn1S(C)(=O)=O,57%[activator],.,.,.,-4,.,5%
Cc1cc2nc3n(c(=O)c2n1CC(=O)NC(C)CCc1ccccc1)CCCC3 (stereo not drawn),38%[activator],?,0%,i,10,?,-13%
CC1(C)C[C@H]2C3=CCC4[C@@]5(C)CC[C@H](O[C@H]6O[C@H](C(=O)O)[C@@H](O)[C@H](O)[C@H]6O[C@H]6O[C@H](CO)[C@@H](O)[C@H](O)[C@H]6O[C@@H]6O[C@H](CO)[C@@H](O)[C@H](O)[C@H]6O)[C@](C)(CO)C5CC[C@@]4(C)[C@]3(C)CC[C@@]2(C)[C@H](O[C@@H]2OC[C@H](O)[C@H](OC3O[C@H](CO)[C@@H](O)[C@H](O)[C@H]3O)[C@H]2O)[C@@H]1O (stereo partly drawn),.,.,.,1%[11.5 µM],10,.,3%[12.5 µM]
CC(CNC(=O)c1ccc2c(c1)nc1n2CCOC1)c1ccccc1 (stereo not drawn),92%[activator],.,.,.,28,.,7%
COCCOC1CCOC2(CCN(C(=O)c3sccc3C)CC2)C1 (stereo not drawn),9%,-5%,-3%,i,-6,i,5%[12.5 µM]
COc1ccc(-n2cc(-c3ccccc3)c3c(NCCc4ccc(OC)c(OC)c4)ncnc32)cc1,?,.,.,.,30,.,?
COc1cccc2c1cc1c(=O)n(CC(=O)NC3CC3)nc(C)n12,0%,.,.,.,-17,.,-15%
Cc1ccc(-n2nc3c(=O)n(CC(=O)NCCC(C)C)nc(C)c3c2C)cc1,-25%,.,.,.,3,.,-9%
CNC(=O)c1cc[nH]c1C1CCCN(C(=O)c2cccs2)C1 (stereo not drawn),33%[activator],5%,9%,i,17,2%,-1%[12.5 µM]
Cc1cccc(OCC2(CNCC3CCCC3)C[C@@H](O)[C@@H](O)C2)n1 (stereo partly drawn),27%[87.6 µM],-16%[172 µM],-3%[172 µM],0%[88.5 µM],-8,-26%[138 µM],-9%[87.6 µM]
CCOc1ccc(NCc2cccn2-c2nnc(N3CCC(C(=O)NCCc4ccc(OC)c(OC)c4)CC3)s2)cc1,-13%,.,.,.,-8,.,?
COCCNC(=O)[C@@H]1C[C@H](Oc2ccccc2)CN1C(=O)CC1CCCC1,-5%,i,4%,-6%,14,-8%,2%

# A portion of the library, so the mix of outcomes need not match the whole.
